Compound activity from PubChem BioAssay.
PGC1a acetyl inh: inhibitors of PGC1a acetylation signal, primary screen, cell-based, U2OS, AlphaScreen, inhibitor mode. AlphaScreen anti-acetyl-lysine; with virally co-expressed GCN5 acetyltransferase. inhibition, % at 15.6 µM. hit rate 0.17% among 350,000. AID 651687, 2012;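 active = every replicate shows inhibition of at least 40%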;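 note: 0% = neutral control wells and 100% = positive control wells; some results beyond the cut were filed as inactive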
C2C12 statin: suppressors of statin myotoxicity in C2C12 myotubes, primary screen, cell-based, single point, plate reader; C2C12 myotubes + simvastatin, ATP luminescence, 48 h; scaled: DMSO 0, geranylgeraniol control 100; rescue of ATP level, % at 7.49 µM; hit rate 0.78% among 330,000; AID 602340, 2012;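 active = mean ATP rescue above about 67%, or every replicate alone reaching that limit, limit read from the data, passing the limit was not always enough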;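 note: myotubes were challenged with 10 µM simvastatin during compound exposure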
LGR2 inh: inhibitors of bursicon-induced LGR2 CRE-luciferase signal, primary screen, cell-based, HEK293, CRE-luciferase reporter, bursicon stimulation; Drosophila bursicon receptor LGR2 (rickets); bursicon-stimulated, 4 h; AID 720647, 2013; hit rate 0.35% among 380,000; inhibition, % at 9.99 µM;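 active = drop in luminescence signal, shown as inhibition above about 50% in the replicate tests, limit read from the data, passing the limit was not always enough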;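 note: agonist challenge used bursicon conditioned medium at about half maximal strength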
Cneo AK release: Cryptococcus neoformans cell lysis inducers, primary screen, AK release luminescence, single concentration; C. neoformans lysis, adenylate kinase release luminescence, 4 h; normalised: neutral wells 0, clomiphene wells 100; lysis activity, % at 15 µM; hit rate 0.2% among 360,000;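 active = mean lysis activity across replicates of at least 80%, whatever share of replicates individually reach that level; inactive = mean lysis activity below 80%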
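Material – Cryptococcus neoformans yeast cells · Quantity – 5 × 10^6 yeast cells/mL · Buffer or medium – YPD medium · Compound – single dose · Timing – 4 h static compound exposure, 37 °C, read 1 h post-reagent · Signal – adenylate kinase release luminescence · Read-out basis – lysis from increased AK signal · Benchmarks – Clomiphene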
PAX8 inh HTS: inhibitors of PAX8-driven TPO luciferase reporter, primary screen, RMG-I cells, single concentration. SteadyGlo, 24 h. inhibition, % at 12.6 µM. hit rate 1.2% among 360,000. AID 652154, 2013;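 active = mean replicate inhibition at least 60% with every replicate also reaching 60%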;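 note: luciferase light reporting Pax8 driven TPO promoter activity; plate controls were median of neutral control wells for no effect and mitoxantrone controls for full effect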
PglD inh: C. jejuni PglD acetyltransferase inhibitors, primary screen, biochemical, DTNB colorimetric, single point | hit rate 0.098% among 360,000 | UDP-N-acetylbacillosamine N-acetyltransferase PglD (Campylobacter jejuni) | purified PglD enzyme, DTNB colorimetric CoA detection | inhibition, % at 12.5 µM; in the data active = inhibition above about 16%, passing the limit was not always enough; note: strong numbers were not always called active
ARNT-TACC3 inh: disruptors of ARNT/TACC3 protein interaction, primary screen, biochemical, AlphaScreen, single concentration. AID 623870, 2012. AlphaScreen His-ARNT PAS-B/GST-TACC3 binding, luminescence; TACC3 fragment carries E629A point mutation. Transforming acidic coiled-coil-containing protein 3 (Homo sapiens), Q9Y6A5. inhibition, % at 9.99 µM. hit rate 0.66% among 390,000;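 active = mean inhibition of replicates at least 50% and at least half of replicates each reaching 50%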;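 note: 0% = complete ARNT plus TACC3 wells and 100% = ARNT alone without TACC3; many hits fall short of the cut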
GSIS activator: GLuc luminescence reporter in INS-1E cells, primary screen for activators of glucose-dependent secretion of insulin | INS-1E GLuc reporter insulin secretion, 2-3 h | activation, % at 16.6 µM | hit rate 0.61% among 370,000;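 active = lowest replicate activation of at least 40%, so every replicate reaches that level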;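 note: 0% = median of neutral control wells and 100% = median of IBMX positive control wells; some compounds called inactive have numbers as strong as hits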
Active calls of the source: *; . = not tested or not shown; & = joins results of further samples.

SMILES	PGC1a acetyl inh	C2C12 statin	LGR2 inh	Cneo AK release	PAX8 inh HTS	PglD inh	ARNT-TACC3 inh	GSIS activator
COc1ccc(CN2C(=O)NC(=O)/C(=C/c3ccc(OC)c(OC)c3OC)C2=O)cc1	8	.	9	.	-136	.	0	-13
CN(C)c1ccc([P+](=O)c2ccc(N(C)C)cc2)cc1	-6	.	-4	.	-10	.	5	-24
S=c1[nH]c2ccccc2[nH]1	.	.	-1	.	2	.	-7	8
COc1ccc(C(=O)Oc2cccc3cccnc23)cc1S(=O)(=O)N1CCOCC1	1	8	11	-1	0	2	-2	-8
CC(C)C(=O)c1cn(Cc2ccc(C#N)cc2)c2ccccc12	1	12	.	0	.	1	-3	.
COc1ccc2c(c1)CC1(CN2C)C(=O)NC(=O)N(c2ccc(C)cc2)C1=O (configuration not stated)	2	.	.	1	.	-3	4	.
CCOc1ccc(C(C)=O)cc1Cn1ccsc1=N	3	-6	-4	5	5	0	41	19
C=C1C(=O)OC2C1CCC(C)C1(O)C=CC(=O)C21C (configuration not stated)	-115	-33	40	1	.	6	-23	-13
O=C(NC1(C(F)(F)F)Oc2ccccc2O1)N1CCC2(CC1)OCCO2	11	101*	10&13	0	.	19	4	-9&17
OC(c1ccccc1)(c1ccccc1)C1CCNCC1	-6	-1	.	-3	-4	3	0	.

Exported as labelled records: entries from further up.
CC(C)C(=O)c1cn(Cc2ccc(C#N)cc2)c2ccccc12
  PGC1a acetyl inh: 1	C2C12 statin: 12	LGR2 inh: .	Cneo AK release: 0	PAX8 inh HTS: .	PglD inh: 1	ARNT-TACC3 inh: -3	GSIS activator: .

COc1ccc2c(c1)CC1(CN2C)C(=O)NC(=O)N(c2ccc(C)cc2)C1=O (configuration not stated)
  PGC1a acetyl inh: 2	C2C12 statin: .	LGR2 inh: .	Cneo AK release: 1	PAX8 inh HTS: .	PglD inh: -3	ARNT-TACC3 inh: 4	GSIS activator: .

CCOc1ccc(C(C)=O)cc1Cn1ccsc1=N
  PGC1a acetyl inh: 3	C2C12 statin: -6	LGR2 inh: -4	Cneo AK release: 5	PAX8 inh HTS: 5	PglD inh: 0	ARNT-TACC3 inh: 41	GSIS activator: 19

C=C1C(=O)OC2C1CCC(C)C1(O)C=CC(=O)C21C (configuration not stated)
  PGC1a acetyl inh: -115	C2C12 statin: -33	LGR2 inh: 40	Cneo AK release: 1	PAX8 inh HTS: .	PglD inh: 6	ARNT-TACC3 inh: -23	GSIS activator: -13

The listing picks up with the 4 entries that preceded the break.
SMILES	PGC1a acetyl inh	C2C12 statin	LGR2 inh	Cneo AK release	PAX8 inh HTS	PglD inh	ARNT-TACC3 inh	GSIS activator
CCOc1ccc(C(C)=O)cc1Cn1ccsc1=N	3	-6	-4	5	5	0	41	19
C=C1C(=O)OC2C1CCC(C)C1(O)C=CC(=O)C21C (configuration not stated)	-115	-33	40	1	.	6	-23	-13
O=C(NC1(C(F)(F)F)Oc2ccccc2O1)N1CCC2(CC1)OCCO2	11	101*	10&13	0	.	19	4	-9&17
OC(c1ccccc1)(c1ccccc1)C1CCNCC1	-6	-1	.	-3	-4	3	0	.
Fc1ccc2c(c1)nnn2C1CCN(Cc2c(Cl)cccc2Cl)CC1	6	.	10	-2	.	-4	1	-17
Cc1cc(O)c(CN2CC=C(c3ccccc3)CC2)cc1C(C)C	.	12	-2	4	6	1	7	16
Cc1cc(OCC(=O)N2CCC(C(=O)O)CC2)c2c3c(c(=O)oc2c1)CCCC3	3	10	-13	0	.	3	-4	9
COc1cccc(-c2ccc3n(c2=O)C[C@@H]2[C@@H](CO)[C@H](C(=O)O)[C@H]3N2C(=O)c2cnccn2)c1	.	12	-29	-3	2	-3	0	11
C/C(=N\NP(=S)(c1ccccc1)c1ccccc1)c1ccc(O)cc1O	23	.	-3	1	-4	1	.	5
O=C(c1ccccc1F)c1cn(Cc2ccc(F)cc2)c2ccccc12	.	.	-8	.	17	.	-2	13
Cc1cc(N(CCCl)CCCl)ccc1C=Cc1ccncn1	-17	0	-18	5	6	5	-3	-8
CCOc1ccc(-n2c(-c3ccoc3)nc3ccccc3c2=O)cc1	2	2	5	0	.	-9	-8	15
O=C1NC(=O)C(=Cc2ccccc2[N+](=O)[O-])C(=O)N1	.	.	22	.	5	.	5	28
CN1CC(Br)C(=O)NC1=O (configuration not stated)	15	3	4	-1	5	-6	-6	26
O=C(Cc1ccc([N+](=O)[O-])cc1)N1CCN(Cc2ccc3c(c2)OCO3)CC1	3	.	.	0	10	-4	.	.

Random excerpt: 5 entries already listed.
SMILES	PGC1a acetyl inh	C2C12 statin	LGR2 inh	Cneo AK release	PAX8 inh HTS	PglD inh	ARNT-TACC3 inh	GSIS activator
Fc1ccc2c(c1)nnn2C1CCN(Cc2c(Cl)cccc2Cl)CC1	6	.	10	-2	.	-4	1	-17
Cc1cc(N(CCCl)CCCl)ccc1C=Cc1ccncn1	-17	0	-18	5	6	5	-3	-8
CN1CC(Br)C(=O)NC1=O (configuration not stated)	15	3	4	-1	5	-6	-6	26
O=C(Cc1ccc([N+](=O)[O-])cc1)N1CCN(Cc2ccc3c(c2)OCO3)CC1	3	.	.	0	10	-4	.	.
C/C(=N\NP(=S)(c1ccccc1)c1ccccc1)c1ccc(O)cc1O	23	.	-3	1	-4	1	.	5

These rows are one share of the data, so the mix of outcomes need not match the whole.
